PPARg SRC-3 ag: agonists of human PPARgamma SRC-3 coactivator recruitment; P37231; biochemical PPARgamma/SRC-3 coactivator recruitment assay; activation, % at 8 µM; 200,000 tested, 0.26% active; AID 731; in the data active = activation above about 23%;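 also: 0% = DMSO and 100% = reference agonist; some compounds past the cut are filed as inactive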
Diaph inh CS: inhibits diaphorase or chemically oxidizes, flagging diaphorase assay artifacts | diaphorase resazurin-to-resorufin fluorescence, NADH, 16 min; bacterial (C. kluyveri) enzyme, not human | inhibition, % at 20 µM | 190,000 tested, 0.69% active;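 active = primary screen inhibition at 20 µM above a set limit, cut at about 50% in these data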;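 also: plate controls were DMSO with full reaction for no effect and wells lacking NADH for full effect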
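Test system: bacterial diaphorase enzyme (C. kluyveri); Quantity: 0.14 U/mL diaphorase, enzyme working solution; Times: reaction incubation of 16 min at room temperature; Measured by: fluorescence of resorufin formed from resazurin, Ex 544/Em 590 nm; Benchmarks: positive control minus NADH, DMSO neutral control.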
ROMK primary: modulates human ROMK potassium channel activity; P48048; Tet-inducible ROMK, thallium flux fluorescence; actives lie on both sides; B-score at 10 µM; 130,000 tested, 2% active;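 active = signal ratio slope over the read window, or its plate-corrected B-score, at least 3 SD from the plate mean, either direction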;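 also: B-score of the F/F0 ratio slope over 7 to 12 s after thallium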
Target sequence (P48048 whole entry, looked up): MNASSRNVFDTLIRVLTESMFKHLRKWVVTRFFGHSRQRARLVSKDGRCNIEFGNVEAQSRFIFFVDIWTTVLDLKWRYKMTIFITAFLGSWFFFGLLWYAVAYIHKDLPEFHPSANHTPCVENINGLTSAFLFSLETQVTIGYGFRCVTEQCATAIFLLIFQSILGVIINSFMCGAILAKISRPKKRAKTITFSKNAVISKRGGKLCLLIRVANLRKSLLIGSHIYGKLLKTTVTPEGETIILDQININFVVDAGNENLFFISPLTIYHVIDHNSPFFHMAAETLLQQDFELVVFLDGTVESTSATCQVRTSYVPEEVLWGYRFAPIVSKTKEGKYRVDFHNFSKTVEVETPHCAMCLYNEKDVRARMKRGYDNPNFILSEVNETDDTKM
PMI act hi M6P: increases human PMI activity with near-saturating mannose 6-phosphate; P34949; coupled PMI enzyme assay, resazurin fluorescence, 20 min; hits give high values; 1 = untreated enzyme, 0 = substrate-free blank; activation factor at 20 µM; 190,000 tested, 0.34% active; AID 1216;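 active = activation factor of 2 or more at 20 µM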
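Test system: human phosphomannose isomerase with PGI, G6PDH, diaphorase coupling enzymes; amount: 15 ng/mL PMI; incubation: enzyme reaction with compound 20 min at room temperature; technique: resorufin fluorescence (Ex 544/Em 590 nm) from resazurin via diaphorase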
PPARg SRC2 recr: agonists of SRC-2 recruitment by human PPARgamma | PPARgamma LBD-SRC-2 recruitment, biochemical | 200,000 tested, 0.34% active | AID 1032 | activation, % at 8 µM | P37231; in the data active = activation above about 22%;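 also: 0% = vehicle and 100% = reference agonist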
S1P3 antagonist: antagonists of human S1P3 receptor; Q99500; CHO S1P3 NFAT-BLA reporter, FRET fluorescence, antagonist mode; inhibition, % at 4.98 µM; 170,000 tested, 0.27% active; AID 485;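 active = inhibition above the plate cutoff, the mean inhibition of test wells on that plate plus 3 SD, cut at about 28% in these data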;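 also: cells challenged with S1P at its EC80 of 0.8 µM; blue over green emission ratio from cleaved BLA substrate after 4 h stimulation; 0% = S1P-stimulated wells and 100% = unstimulated DMSO-only wells; some compounds past the cut are filed as inactive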
Target sequence (Q99500 whole entry, looked up): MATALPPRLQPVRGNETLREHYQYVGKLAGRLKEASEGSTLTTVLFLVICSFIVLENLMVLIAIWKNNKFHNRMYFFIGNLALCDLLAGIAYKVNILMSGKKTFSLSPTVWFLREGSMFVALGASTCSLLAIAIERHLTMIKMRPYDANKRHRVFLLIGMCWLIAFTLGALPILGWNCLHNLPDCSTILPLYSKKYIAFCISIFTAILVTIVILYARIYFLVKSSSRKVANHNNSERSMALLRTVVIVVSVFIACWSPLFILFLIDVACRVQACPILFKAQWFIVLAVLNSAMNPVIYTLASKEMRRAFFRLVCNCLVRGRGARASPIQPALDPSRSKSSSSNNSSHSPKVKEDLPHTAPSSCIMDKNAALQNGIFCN
PPARg SRC1 recr: PPARgamma-driven SRC-1 recruitment agonism; 200,000 tested, 0.41% active; AID 631; activation, % at 8 µM; P37231; PPARgamma-SRC-1 coactivator recruitment biochemical assay; in the data active = activation above about 19%;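 also: 0% = DMSO and 100% = reference agonist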
G6PDH CS: inhibits Leuconostoc G6PDH, flagging false hits in G6PDH-based assays | inhibition, % at 5 µM | 200,000 tested, 0.12% active | AID 1020 | Purified L. mesenteroides G6PDH, diaphorase/resazurin coupled fluorescence, 45 min; in the data active = inhibition above about 50%
PMI act: increases human mannose-6-phosphate isomerase activity. 190,000 tested, 0.005% active. activation factor at 20 µM. purified human PMI, coupled resazurin fluorescence, 20 min; hits give high values; 1 = vehicle control, 0 substrate-free wells;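 active = activation factor of 2 or more at 20 µM, relative to plate controls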
TR-FRET SRC-2 ct: flags TR-FRET format artefacts in PPARgamma SRC-2 recruitment agonist screen | TR-FRET ratio at 8 µM | TR-FRET artefact counter-screen; hits give high values | 200,000 tested, 0.4% active; in the data active = TR-FRET ratio above about 2000; also: inactives centre near 1500
Diaph act CS: diaphorase activation or chemical reduction counter-screen. Diaphorase/resazurin coupled assay, resorufin fluorescence, 16 min; hits give high values; 1 = vehicle wells, 0 = NADH-free wells. activation factor at 20 µM. 190,000 tested, 0.005% active;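 active = diaphorase activity raised at least twofold by the compound at 20 µM; inactive = activation factor below 2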
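Material: purified diaphorase enzyme from Clostridium kluyveri / Medium: HEPES pH 7.4 buffer with MgCl2 and Tween 20 / Schedule: enzyme reaction of 16 min at room temperature / Measured by: resorufin fluorescence, excitation 544 nm, emission 590 nm / Evaluation: rise in resorufin formation, marking diaphorase activation or chemical reduction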
Active calls of the source: *; · = not tested or not shown; & = joins results of further samples. Outcome played no part in choosing rows; any-hit rate near 3.3%.

SMILES	PPARg SRC-3 ag	Diaph inh CS	ROMK primary	PMI act hi M6P	PPARg SRC2 recr	S1P3 antagonist	PPARg SRC1 recr	G6PDH CS	PMI act	TR-FRET SRC-2 ct	Diaph act CS
O=C(COC(=O)/C=C/c1nc2ccccc2s1)Nc1cccc(Cl)c1Cl	5	4	-0.009	1.1	7	-17	8	1	1.1	1666	1
O=C(Nc1ccccc1N1CCOCC1)c1cc(-c2ccncc2)nc2ccccc12	2	17	-1.2	0.8	-6	5	1	-1	1	1628	0.8
CCOC(=O)c1sc(NC(=O)CSc2nccc(C)n2)nc1C	-2	5	-1.9	0.9	4	-9	1	17	0.9	1617	1
c1ccc2oc(CCc3nc4ccccc4o3)nc2c1	·	17	·	0.9	·	8	·	9	0.9	·	0.8
O=C(Nc1ccc2c(c1)OCO2)C1CCN(C(=O)CSc2ncnc3ccccc23)CC1	5	19	-0.1	0.8	3	·	0	2	0.9	1385	0.8
CC(=O)c1c(C)[nH]c(C(=O)Nc2cc(C)ccc2C)c1C	-8	18	·	0.9	-5	-13	4	9	0.9	1568	0.8
Cc1ccc(NC(=O)C(CC(C)C)NC(N)=O)cc1Cl (stereo not given)	1	22	·	0.9	6	-10	10	-15	0.8	1532	0.8
Cc1c(OCC(F)(F)F)ccnc1CS(=O)c1nc2ccccc2[nH]1 (stereo not given)	0&4	17&15	·	0.9&1	-1&0	11&-20	5&1	6&1	0.5&0.7	1459&1357	0.8&0.8
c1ccc(CCCNc2ncccn2)cc1	7	5	·	1	0	·	-1	15	1	1587	0.9
O=C(NCC1(N2CCOCC2)CCCCC1)c1cccc(S(=O)(=O)N2CCc3ccccc3C2)c1	1	12	-0.25	0.9	1	3	8	-1	1.1	1615	0.9
O=C(Nc1ccc(F)cc1)C1CC(=O)n2c(nc3ccccc32)N1 (stereo not given)	-5	12	·	1	-12	8	-4	-7	0.9	1622	0.9
C=CC(=O)NC(NC(=O)C=C)c1ccc(Br)cc1	-1	7	·	0.9	4	·	8	4	1	1380	0.9
Cc1nc(S(=O)(=O)c2ccc(Br)cc2)nc2c1CCC2	1	14	0.024	1	2	-15	5	7	1	1521	0.9
COc1ccc(CSc2nnc3[nH]c(=O)cc(N)n23)cc1	3	6	-0.18	1.1	7	-9	0	0	1.1	1760	0.9
O=C(N(Cc1ccccc1)c1ccccn1)C12CC3CC(CC(C3)C1)C2	2	7	-0.34	1	5	·	-1	2	1	1333	0.9
COc1cc(-c2nc(Cc3ccccc3Cl)no2)cc(OC)c1OC	11	14	·	1	-11	·	6	3	1	1512	0.9
Cc1ccc(S(=O)(=O)N2CCCOC2CNC(=O)C(=O)NCc2ccncc2)cc1 (stereo not given)	-1	-5	-0.041	1.1	2	-10	-1	11	1.1	1502	1
CCN1CC(CN(C)Cc2cn(-c3ccc(C)cc3)nc2-c2ccc(F)cc2)CC1=O (stereo not given)	0	6	0.18	1	-4	0	4	0	0.9	1366	0.9
COCCSc1ccccc1C(=O)Nc1nnc(COC)s1	-8	9	·	1	0	7	3	0	0.9	1398	0.9
C=CCn1c(SCC(=O)NC(=O)NCCC)nnc1C1CCCCC1	-4	-14	·	1	-4	·	-1	10	1	1528	1.1
CCOC(=O)c1c(NC(=O)C2C3C=CC(C3)C2C(=O)O)sc2c1CC(C)(C)OC2 (stereo not given)	4	8	0.6	0.9	-1	-9	0	23	0.9	1539	0.9
Fc1ccccc1OCCCN1CCOCC1	-6	8	·	1	-1	-16	1	0	0.9	1531	0.9
Cc1sc(NC(=O)c2ccco2)c(C(=O)c2ccc(Cl)cc2)c1C	4	9	-1.4	1	11	-9	0	-5	0.9	1695	0.9
O=c1cc(-c2ccc(F)cc2F)[nH]c2ccccc12	8	-9	1.1	1.1	5	-2	11	47	1	1599	1.1
O=C(NC(=S)Nc1nc2c(s1)CSc1ccccc1-2)c1ccccc1	7	26	0.28	0.4	9	·	8	1	0.2	1839	0.7

Further structures:
SMILES	PPARg SRC-3 ag	Diaph inh CS	ROMK primary	PMI act hi M6P	PPARg SRC2 recr	S1P3 antagonist	PPARg SRC1 recr	G6PDH CS	PMI act	TR-FRET SRC-2 ct	Diaph act CS
COCCn1c(/C=C/c2ccccc2)nc2ccccc21	0	10	0.74	1	-3	12	7	-8	1	1548	0.9
COc1ccccc1NC(=O)NS(=O)(=O)c1ccc(C)cc1	-2	6	-0.19	1	3	·	4	10	1	1602	0.9
O=C(CC(NC(=O)c1ccccc1Cl)c1ccccc1)NCCc1ccc(Cl)cc1 (stereo not given)	0	-5	·	1	3	-1	1	0	1	1589	1
CC(CCc1ccccc1)NC(=O)CN1CCSc2ccccc21 (stereo not given)	7	14	1.7	0.9	14	-8	20	10	0.9	1629	0.9
Cc1ccc2nc(-c3ccc(NC(=O)CN(C)S(=O)(=O)c4ccccc4)cc3)sc2c1	3	3	1.7	1	8	5	3	0	1	1646	1
CCOc1ccc(C(=O)N2CCN(Cc3ccccc3)CC2)cc1	1	1	·	1.1	-5	-12	2	1	1.1	1562	1
CCOc1ccc(NC(=O)CCCCn2c(=O)[nH]c3ccsc3c2=O)cc1	1	-16	-0.19	1.1	5	3	2	-7	1.1	1576	1.2
C/C(N)=C(/C#N)C(=O)COC(=O)CNS(=O)(=O)c1c(F)cccc1F	1	1	0.28	1	-6	-3	3	0	1	1478	1
O=C(Cn1nnc2ccccc21)NCc1ccccc1	-21	-7	0.0032	1	-4	-11	2	14	1	1484	1.1
O=C1CCC(=O)N1c1cccc(OS(=O)(=O)c2ccccc2)c1	-2	-9	-0.21	1.1	6	-7	3	3	1.1	1567	1.1
CC1(C)CC(=O)c2c(nn(-c3ccccc3)c2-c2ccncc2)C1	5	8	·	0.9	8	·	1	7	1	1380	0.9
Cc1cccc(N2CCCC2=Nc2ccc(Br)cc2C#N)c1	11	9	0.026	1	5	·	3	4	0.9	1553	0.9
CS(=O)(=O)N1CCN=C1SCc1ccc([N+](=O)[O-])cc1	0	6	-0.64	1	-7	-15	-1	-3	1	1505	0.9
CCOC(=O)c1nn(-c2ccc(C)cc2)cc1O	-3	-1	-0.45	1	14	·	4	12	1	1508	1
Cc1cccc(OCCNC(=O)c2cccc(Oc3ccc(C(F)(F)F)cc3[N+](=O)[O-])c2)c1	6	14	0.2	0.9	4	-27	-9	-11	0.8	1380	0.9
CCOC(=O)C1CCCN(C(=O)c2cc3c(=O)n(C)c4ccccc4c3n2C)C1 (stereo not given)	0	19	·	1	-7	-16	7	0	1	1768	0.8
CCOC(=O)CN(C(=O)CNC(=O)c1cccs1)C(C(=O)NC1CCCC1)c1cccnc1 (stereo not given)	-4	6	-0.22	1	2	·	-2	14	1	1475	0.9
Cc1ccc2c(c1)C(=O)N(CCCCO)C2=O	-2	14	·	0.9	4	-7	3	-4	1	1648	0.9
COc1ccc(-c2csc3nc(-c4cccnc4)nc(Cl)c23)cc1OC	3	24	·	0.8	4	6	2	7	0.8	1603	0.8
COC(=O)c1sccc1N/N=C/c1cccc(OC)c1O	5	21	0.22	0.9	8	2	1	3	0.8	1653	0.8
COc1ccc(NC(=O)C(CCSC)N2C(=O)c3ccccc3C2=O)cc1 (stereo not given)	1	-2	2.1	1.1	1	·	-13	3	1	1455	1
O=C(/C=C/c1ccc(Cl)c(Cl)c1)N1CCc2ccccc21	-3	6	·	1	-5	-5	-7	-16	1	1472	0.9
Cc1cccc(NC(=S)NCC(c2ccccc2)N(C)C)c1 (stereo not given)	2	-3	-0.72	1.2	0	-8	3	2	1.1	1548	1

Limited to TR-FRET SRC-2 ct and PPARg SRC1 recr (4 entries from above):
Molecule	TR-FRET SRC-2 ct	PPARg SRC1 recr
CCOC(=O)CN(C(=O)CNC(=O)c1cccs1)C(C(=O)NC1CCCC1)c1cccnc1 (stereo not given)	1475	-2
Cc1ccc2c(c1)C(=O)N(CCCCO)C2=O	1648	3
COc1ccc(-c2csc3nc(-c4cccnc4)nc(Cl)c23)cc1OC	1603	2
COC(=O)c1sccc1N/N=C/c1cccc(OC)c1O	1653	1

Full records, quoted from the list:
`Cc1cccc(N2CCCC2=Nc2ccc(Br)cc2C#N)c1` across the screens: PPARg SRC-3 ag: 11; Diaph inh CS: 9; ROMK primary: 0.026; PMI act hi M6P: 1; PPARg SRC2 recr: 5; S1P3 antagonist: ·; PPARg SRC1 recr: 3; G6PDH CS: 4; PMI act: 0.9; TR-FRET SRC-2 ct: 1553; Diaph act CS: 0.9
`CCOc1ccc(NC(=O)CCCCn2c(=O)[nH]c3ccsc3c2=O)cc1` across the screens: PPARg SRC-3 ag: 1; Diaph inh CS: -16; ROMK primary: -0.19; PMI act hi M6P: 1.1; PPARg SRC2 recr: 5; S1P3 antagonist: 3; PPARg SRC1 recr: 2; G6PDH CS: -7; PMI act: 1.1; TR-FRET SRC-2 ct: 1576; Diaph act CS: 1.2
`O=C(Cn1nnc2ccccc21)NCc1ccccc1` across the screens: PPARg SRC-3 ag: -21; Diaph inh CS: -7; ROMK primary: 0.0032; PMI act hi M6P: 1; PPARg SRC2 recr: -4; S1P3 antagonist: -11; PPARg SRC1 recr: 2; G6PDH CS: 14; PMI act: 1; TR-FRET SRC-2 ct: 1484; Diaph act CS: 1.1

Of the compounds above, 3 have bromine:
SMILES	PPARg SRC-3 ag	Diaph inh CS	ROMK primary	PMI act hi M6P	PPARg SRC2 recr	S1P3 antagonist	PPARg SRC1 recr	G6PDH CS	PMI act	TR-FRET SRC-2 ct	Diaph act CS
C=CC(=O)NC(NC(=O)C=C)c1ccc(Br)cc1	-1	7	·	0.9	4	·	8	4	1	1380	0.9
Cc1nc(S(=O)(=O)c2ccc(Br)cc2)nc2c1CCC2	1	14	0.024	1	2	-15	5	7	1	1521	0.9
Cc1cccc(N2CCCC2=Nc2ccc(Br)cc2C#N)c1	11	9	0.026	1	5	·	3	4	0.9	1553	0.9

Screening results (PubChem)
